PGC1a acetyl inh – PGC1a acetylation modulation, inhibitor mode. U2OS PGC1a acetylation, AlphaScreen anti-acetyl-lysine; with virally co-expressed GCN5 acetyltransferase. inhibition, % at 15.6 µM. 350,000 compounds, 0.17% hits;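 active means every replicate shows inhibition of at least 40%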;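 further: 0% = neutral control wells and 100% = positive control wells; some results beyond the cut were filed as inactive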
ARNT-TACC3 inh – disruptors of human ARNT/TACC3 interaction. Q9Y6A5. AlphaScreen His-ARNT PAS-B/GST-TACC3 binding, luminescence; TACC3 fragment carries E629A point mutation. inhibition, % at 9.99 µM. 390,000 compounds, 0.66% hits. AID 623870;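 active means mean inhibition of replicates at least 50% and at least half of replicates each reaching 50%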;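 further: 0% = complete ARNT plus TACC3 wells and 100% = ARNT alone without TACC3; many hits fall short of the cut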
PAX8 reporter – lowers PAX8-driven luciferase in RMG-I cells | RMG-I TPO-luciferase reporter, SteadyGlo, 24 h | inhibition, % at 12.6 µM | 360,000 compounds, 1.2% hits;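 active means mean replicate inhibition at least 60% with every replicate also reaching 60%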;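 further: luciferase light reporting Pax8 driven TPO promoter activity; plate controls were median of neutral control wells for no effect and mitoxantrone controls for full effect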
Cneo AK release – causes C. neoformans cell lysis; adenylate kinase release luminescence, 4 h; normalised: neutral wells 0, clomiphene wells 100; lysis activity, % at 15 µM; 360,000 compounds, 0.2% hits; AID 651654;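 active means mean lysis activity across replicates of at least 80%, whatever share of replicates individually reach that level; inactive means mean lysis activity below 80%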
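Assay system: C. neoformans cells. Amount: yeast cell density of 5 × 10^6 cells/mL. Technique: AK luminescence. Buffer or medium: YPD. Times: static 4 h at 37 °C with compound, 1 h detection. Dosing: single-point compound dose. Read-out: lysis from increased AK signal.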
INS-1E GSIS act – GLuc luminescence reporter in INS-1E cells, primary screen for activators of glucose-dependent secretion of insulin; INS-1E GLuc reporter insulin secretion, 2-3 h; activation, % at 16.6 µM; 370,000 compounds, 0.61% hits;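 active means lowest replicate activation of at least 40%, so every replicate reaches that level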;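 further: 0% = median of neutral control wells and 100% = median of IBMX positive control wells; some compounds called inactive have numbers as strong as hits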
PglD DTNB – PglD (C. jejuni) enzyme inhibition; purified PglD enzyme, DTNB colorimetric CoA detection; inhibition, % at 12.5 µM; 360,000 compounds, 0.098% hits; in the data active means inhibition above about 16%, passing the limit was not always enough; further: strong numbers were not always called active
Statin myotox sup – suppressors of simvastatin-induced myotoxicity in C2C12 myotubes; 330,000 compounds, 0.78% hits; AID 602340; ATP luminescence, 48 h; scaled: DMSO 0, geranylgeraniol control 100; rescue of ATP level, % at 7.49 µM;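 active means mean ATP rescue above about 67%, or every replicate alone reaching that limit, limit read from the data, passing the limit was not always enough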;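 further: myotubes were challenged with 10 µM simvastatin during compound exposure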
LGR2 antag – Drosophila LGR2 receptor signaling inhibition; HEK293 LGR2, CRE-luciferase, bursicon-stimulated, 4 h; inhibition, % at 9.99 µM; 380,000 compounds, 0.35% hits; AID 720647;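 active means drop in luminescence signal, shown as inhibition above about 50% in the replicate tests, limit read from the data, passing the limit was not always enough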;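 further: agonist challenge used bursicon conditioned medium at about half maximal strength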
The depositor's hits bear a star; . = not tested or not shown.

SMILES | PGC1a acetyl inh | ARNT-TACC3 inh | PAX8 reporter | Cneo AK release | INS-1E GSIS act | PglD DTNB | Statin myotox sup | LGR2 antag
Cc1ccc(/C=N/NC(=O)CSc2nc3ccccc3n2Cc2ccc(Cl)cc2)o1 | . | 1 | 9 | . | -35 | . | . | 17
CNC(=O)c1c[nH]c2ccc(S(=O)(=O)Nc3ccccc3F)cc2c1=O | -9 | 1 | 13 | 6 | -3 | 6 | 0 | -7
Cc1ccccc1Cn1ccc(-c2ccc(Cl)cc2)c(C#N)c1=O | -12 | 3 | . | -2 | . | 1 | -2 | .
COc1ccc(C(=O)NC(=S)NCCO)cc1Br | 6 | -4 | . | . | 5 | . | -1 | -28
CN1[C@H](C(=O)NC2CCC2)[C@@H](CO)[C@@H]2Cn3c(ccc(-c4cccc(F)c4)c3=O)[C@@H]21 | . | 0 | . | 50 | 14 | 1 | 1 | -15
Cc1ccc(Nc2c(-c3ccc(N4CCOCC4)cc3)nc3ncccn23)c(C)c1 | 0 | 0 | 12 | 1 | -10 | -1 | 2 | -6
Cc1ccc(C(=O)OCC(=O)N2CCC(c3ccccc3)=N2)c(C)c1 | 6 | -14 | -1 | 1 | -7 | 3 | 40 | -7
Cn1c(=O)c2c(SCC(=O)N3CCCCC3)nc(-c3ccccc3F)nc2n(C)c1=O | . | -9 | -5 | -6 | 10 | 1 | -49 | 22
Cc1cc(-c2n[nH]c(=S)n2Cc2ccco2)n(C)n1 | 2 | -3 | -6 | -2 | -3 | -4 | . | -5
O=C1N=C(N2CCc3ccccc3C2)S/C1=C\c1cccc(O)c1 | 1 | -1 | -21 | -2 | -12 | 7 | . | -2
CCS(=O)(=O)Nc1ccc2c(c1)C(=O)N(C)C[C@H](OC)[C@H](C)CN(C(=O)COC)[C@@H](C)CO2 | -9 | -9 | -14 | -7 | 14 | -2 | -1 | -2
COCCNc1nc2c(c(=O)[nH]c(=O)n2C)n1CCCc1ccccc1 | 4 | -1 | -18 | 0 | 7 | 6 | 8 | 2
CCN1CCN(c2ccc(S(=O)(=O)N3CCCCC3)cc2NC(=O)c2ccc([N+](=O)[O-])s2)CC1 | 6 | 18 | . | -2 | -45 | 1 | 47 | 32
COc1ccc(C(=O)NCC(=O)OCC(=O)N2CC(C)CC(C)C2)cc1 (configuration not stated) | 6 | -2 | 7 | -1 | . | 1 | 15 | .
C[C@@H]1CCCCO[C@H](CN(C)C(=O)CCC(F)(F)F)[C@@H](C)CN([C@@H](C)CO)C(=O)c2cc(NC(=O)c3ccncc3)ccc2O1 | -2 | 11 | 7 | 8 | . | 0 | . | .
O=C(CSc1cccs1)Nc1cccc2ccccc12 | . | -6 | -82 | -2 | 1 | 3 | 2 | -27
COc1ccc(Cl)c2c1[nH]c1nc(SCc3cccnc3)nnc12 | . | 4 | 2 | . | 23 | . | . | 9
O=C(Cc1ccc(Cl)cc1)NNS(=O)(=O)c1ccc([N+](=O)[O-])cc1 | . | 8 | 26 | -3 | -5 | 5 | . | 6
CC(=O)c1sc2c(c1N)c(=O)[nH]c(=O)n2-c1ccccc1 | 6 | -5 | -6 | -1 | 19 | 8 | 5 | -8
CCNC(=O)C1(C)CCN1C(=O)CCc1cccc(Cl)c1 (configuration not stated) | 3 | . | -9 | -1 | -7 | 0 | 0 | -5

Profiles, quoted from the list.
`Cc1cc(-c2n[nH]c(=S)n2Cc2ccco2)n(C)n1` is listed with PGC1a acetyl inh = 2; ARNT-TACC3 inh = -3; PAX8 reporter = -6; Cneo AK release = -2; INS-1E GSIS act = -3; PglD DTNB = -4; Statin myotox sup = .; LGR2 antag = -5
`COc1ccc(C(=O)NCC(=O)OCC(=O)N2CC(C)CC(C)C2)cc1` (configuration not stated) is listed with PGC1a acetyl inh = 6; ARNT-TACC3 inh = -2; PAX8 reporter = 7; Cneo AK release = -1; INS-1E GSIS act = .; PglD DTNB = 1; Statin myotox sup = 15; LGR2 antag = .

Continuation:
SMILES | PGC1a acetyl inh | ARNT-TACC3 inh | PAX8 reporter | Cneo AK release | INS-1E GSIS act | PglD DTNB | Statin myotox sup | LGR2 antag
O=C(c1ccc2ccccc2c1)c1cccc(F)c1C(=O)O | 0 | . | 5 | -1 | 19 | . | 8 | -12
CNC[C@@H]1Oc2c(NC(=O)NC(C)C)cccc2C(=O)N([C@@H](C)CO)C[C@@H]1C | 1 | 9 | -4 | 1 | 8 | -1 | 4 | 0
O=C(OCN1C(=O)c2ccccc2C1=O)/C(=C\c1ccco1)NC(=O)c1ccccc1 | 4 | -1 | -5 | 2 | . | 1 | . | .
CN1CCN(CC(=O)Nc2ccccc2Sc2ccccc2)CC1 | 5 | -4 | 8 | . | 4 | . | . | 0
COCCNC(=O)c1onc(CSc2ccc(C)c(C)c2)c1C(=O)O | -18 | -27 | 0 | -2 | 17 | 1 | 1 | -8
CCN(C(=O)COC(=O)CNC(=O)C1CCCCC1)c1ccccc1 | 5 | -1 | -6 | -1 | 17 | -4 | 4 | -11
O=[N+]([O-])c1ccc(-c2csc(N/N=C/c3cccnc3)n2)cc1 | . | 3 | -9 | . | 9 | . | . | 13
COCCn1ccc2c(OCC(=O)Nc3cc(OC)ccc3OC)cccc2c1=O | 7 | 5 | 18 | . | 16 | . | 0 | 4
CC1(NC(=O)Cc2c(Cl)cccc2Cl)CCS(=O)(=O)C1 (configuration not stated) | . | -7 | 4 | 1 | -3 | -7 | 2 | -7
COc1cccc(CC(=O)Nc2cc(S(=O)(=O)N3CCOCC3)ccc2OC)c1 | 5 | -4 | 13 | -1 | -10 | 5 | -7 | 11
Cc1cc2nc(/C=C/c3nc4cc(C)c(C)cc4[nH]3)[nH]c2cc1C | -5 | -7 | 7 | 2 | -9 | 5 | -6 | 9
CON(C)c1nc(C2CCCCC2)c2cc(C)ccc2n1 | -10 | -12 | 3 | 2 | 15 | -4 | . | -5
C[C@H]1CN([C@@H](C)CO)C(=O)c2cc(C#Cc3ccccn3)cnc2O[C@@H]1CN(C)CC1CCOCC1 | -6 | 5 | -15 | -2 | 1 | 5 | 62 | -6
CCCCN(C)CCC(=O)Nc1ccc(F)c(F)c1 | . | 0 | 13 | . | -4 | . | . | 9
Cc1ccccc1/C=C/C12NC(=O)CN1c1ccccc1C2(C)C (configuration not stated) | -12 | -1 | 16 | -2 | 6 | -7 | 23 | -15
O=C(Cn1cnc2ccccc2c1=O)c1cccs1 | -5 | -6 | . | 1 | . | -1 | 2 | .
CN(C)C(=O)Nc1ccccc1 | 6 | -1 | 0 | 2 | 0 | 4 | 1 | 9
Cc1oc(-c2ccc(Cl)cc2)nc1CS(=O)CC(=O)NCCCN1CCOCC1 (configuration not stated) | -2 | 2 | 3 | -1 | 27 | -1 | 6 | 4
CCC(=C(c1ccc(OC)cc1)c1ccc(OC)cc1)c1cn(CC(O)CN(CCO)CCO)c2ccccc12 (configuration not stated) | -8 | -4 | 13 | . | -15 | . | . | 13
Cn1cc(S(=O)(=O)Nc2ccc(Br)cc2F)c(=O)n(C)c1=O | 6 | 8 | -3 | 1 | 29 | 3 | -13 | -8

Single values from the list:
Value for `O=[N+]([O-])c1ccc(-c2csc(N/N=C/c3cccnc3)n2)cc1` in LGR2 antag: 13
Value for `O=C(Cn1cnc2ccccc2c1=O)c1cccs1` in PglD DTNB: -1
Value for `CN1CCN(CC(=O)Nc2ccccc2Sc2ccccc2)CC1` in LGR2 antag: 0

The listing continues:
SMILES | PGC1a acetyl inh | ARNT-TACC3 inh | PAX8 reporter | Cneo AK release | INS-1E GSIS act | PglD DTNB | Statin myotox sup | LGR2 antag
COc1ccccc1-c1cc(C(=O)Nc2ccc(F)cc2F)no1 | -1 | -6 | . | -2 | 9 | 5 | -7 | 5
COc1ccc(CNC(=O)C(NS(=O)(=O)c2ccc3c(c2)CCCN3C(C)=O)C(C)C)cc1 (configuration not stated) | . | 15 | 24 | 0 | . | -1 | . | .
COc1cccc(CNn2cnnc2)c1O | . | 12 | 13 | . | 6 | . | . | 9
CC(NC(=O)C1CCN(S(=O)(=O)c2ccccc2)CC1)c1ccccc1 (configuration not stated) | 6 | -8 | 4 | -8 | -26 | 1 | 24 | -16
N#CC(C#N)=c1ccc2c(c1)N1C3=C(CCCC3)CC3CCCCC31N=2 (configuration not stated) | 12 | 38 | . | -6 | . | 9 | 19 | .
COc1ccc(-c2nc(N)n(C(=O)Cc3ccccc3)n2)cc1 | 10 | . | 8 | 10 | . | -1 | . | .
COCC(=O)N1C[C@H]2[C@@H](c3ccccc31)[C@@H](CO)N2C(=O)c1ccncc1 | 8 | -3 | -14 | -3 | 4 | -3 | 5 | -13
C[C@@H]1CN([C@H](C)CO)C(=O)c2cccc(NC(=O)Nc3ccc(C(F)(F)F)cc3)c2O[C@@H]1CN(C)C(=O)Nc1ccccc1 | 5 | -3 | 11 | -10 | -13 | -2 | -29 | 15
CNC[C@@H]1Oc2ccc(NC(=O)CCC(F)(F)F)cc2C(=O)N([C@H](C)CO)C[C@H]1C | -1 | . | -5 | 8 | 5 | 4 | 5 | -4
CC(=O)Cc1cc2cc([N+](=O)[O-])ccc2oc1=O | 17 | . | 8 | 0 | -2 | -7 | . | -6
C[C@H](CO)N1C[C@H](C)[C@@H](CN(C)Cc2ccc(Oc3ccccc3)cc2)Oc2ccc(NS(=O)(=O)c3cn(C)cn3)cc2C1=O | 2 | -9 | . | 1 | 0 | 12 | 21 | -5
O=C(c1ccc(C(F)(F)F)cc1)C1CCCN(C(=O)c2cnccn2)C1 (configuration not stated) | 3 | 2 | -43 | 4 | 2 | 1 | 4 | -3
COc1ccc2c(CC(=O)NCc3ccc4c(c3)OCO4)coc2c1 | . | -6 | . | -10 | -6 | 2 | 5 | -6
Cc1cc(NC(=O)CCC(=O)N(CC(=O)NC2CCCC2)c2ccc(C)c(F)c2)no1 | -5 | . | 5 | -2 | 1 | -4 | -19 | 17
CN(C)CC#Cc1ccc([C@H]2[C@H]3CN(CC4CC4)CCCCN3[C@H]2CO)cc1 | 0 | 5 | 7 | 47 | 9 | 3 | . | -9
CCOc1ccc(CC(=O)Nc2nccs2)cc1OCC | -9 | 0 | 2 | . | 7 | . | 7 | -24

Exported field by field: entries from further up.
C[C@H](CO)N1C[C@H](C)[C@@H](CN(C)Cc2ccc(Oc3ccccc3)cc2)Oc2ccc(NS(=O)(=O)c3cn(C)cn3)cc2C1=O
  PGC1a acetyl inh: 2	ARNT-TACC3 inh: -9	PAX8 reporter: .	Cneo AK release: 1	INS-1E GSIS act: 0	PglD DTNB: 12	Statin myotox sup: 21	LGR2 antag: -5

O=C(c1ccc(C(F)(F)F)cc1)C1CCCN(C(=O)c2cnccn2)C1 (configuration not stated)
  PGC1a acetyl inh: 3	ARNT-TACC3 inh: 2	PAX8 reporter: -43	Cneo AK release: 4	INS-1E GSIS act: 2	PglD DTNB: 1	Statin myotox sup: 4	LGR2 antag: -3

Screening data as filed in PubChem.
